TEAD-YAP inh: TEAD-YAP interaction inhibition. HEK-TIYL cells, TEAD-Gal4/YAP UAS-luciferase luminescence. inhibition, % at 9.12 µM. 640,000 compounds, 1.4% hits. AID 1259422; in the data active = inhibition above about 32%;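 note: 0% = median of test compound wells and 100% = reference inhibitor wells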
FBW7 activator: human FBW7 E3 ligase activation, primary screen; Q969H0; AlphaScreen FBW7–phospho-cyclin E peptide binding, activator screen; normalized activity (activation), % at 26.1 µM; 650,000 compounds, 0.13% hits; AID 1259310; in the data active = normalized activity above about 1.9%;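 note: purified mutant Fbw7 with reduced substrate affinity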
Target sequence (Q969H0 whole entry, looked up): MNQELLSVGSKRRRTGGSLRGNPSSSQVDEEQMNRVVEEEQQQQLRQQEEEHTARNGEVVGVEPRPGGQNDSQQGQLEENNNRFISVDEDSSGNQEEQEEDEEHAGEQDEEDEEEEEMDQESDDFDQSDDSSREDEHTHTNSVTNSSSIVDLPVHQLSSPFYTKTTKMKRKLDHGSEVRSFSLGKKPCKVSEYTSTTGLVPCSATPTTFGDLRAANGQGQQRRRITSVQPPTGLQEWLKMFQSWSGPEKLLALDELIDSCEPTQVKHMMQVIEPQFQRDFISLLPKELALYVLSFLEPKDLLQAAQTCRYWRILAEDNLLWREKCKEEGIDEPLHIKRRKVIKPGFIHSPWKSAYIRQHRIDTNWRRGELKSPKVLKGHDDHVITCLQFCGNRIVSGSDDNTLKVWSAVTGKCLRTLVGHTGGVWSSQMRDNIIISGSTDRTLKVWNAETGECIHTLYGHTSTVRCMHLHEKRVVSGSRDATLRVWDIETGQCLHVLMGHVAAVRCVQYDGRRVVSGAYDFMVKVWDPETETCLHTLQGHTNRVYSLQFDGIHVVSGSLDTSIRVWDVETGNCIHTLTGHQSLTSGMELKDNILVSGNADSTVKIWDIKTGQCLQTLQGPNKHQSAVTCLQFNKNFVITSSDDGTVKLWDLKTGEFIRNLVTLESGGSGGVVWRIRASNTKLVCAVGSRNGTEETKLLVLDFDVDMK
MITF primary: blocks human microphthalmia-associated transcription factor; O75030; AID 1259374; inhibition, % at 2.6 µM; 650,000 compounds, 0.91% hits; AlphaScreen MITF homodimerization, bead proximity signal; in the data active = inhibition above about 50%;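 note: 0% = vehicle wells with protein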
GPR151 ag: activates the human receptor GPR151; Q8TDV0; PathHunter beta-arrestin GPR151 cells, luminescence; activation, % at 11.2 µM; 650,000 compounds, 1% hits; AID 1508602; in the data active = activation above about 4.9%;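 note: 0% = median of compound wells and 100% = cells with positive control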
Numbers without * were called inactive.

Below each compound: TEAD-YAP inh, FBW7 activator, GPR151 ag, MITF primary
1. Cc1ccc(C)c(NC(=O)CCN2C(=O)c3ccccc3C2=O)c1
 : -1, 0.0, 0.8, 12
2. Cc1nccn1CCc1n[nH]c(=S)n1-c1ccccc1
 : -8, 0.1, 0.8, 3
3. O=C(CS(=O)(=O)c1ccc(F)cc1)Nc1nc(-c2nc3ccccc3s2)cs1
 : -68, 0.0, -1.8, 31
4. O=S(=O)(c1ccc(Cl)c(F)c1)N1CCCC(c2nc(-c3ccc(F)cc3)no2)C1 (stereo not drawn)
 : 15, 0.0, 3.5, 10
5. COc1cc(C2C(C#N)=C(N)N(N(C)C)C3=C2C(=O)CCC3)ccc1O (stereo not drawn)
 : 5, 0.1, -1.8, 5
6. NC(=S)N/N=C/c1cccn1-c1ccc([N+](=O)[O-])cc1
 : 7, -0.1, -0.8, -1
7. Cc1cc(-c2ccccc2)nc2cc(C(=O)Nc3cc(Oc4cccc(C(F)(F)F)c4)cc([N+](=O)[O-])c3)nn12
 : -1, 0.1, 1.9, 0
8. CCOc1ccc(C(C)=O)cc1Cn1c(=O)oc2ccccc21
 : -6, -0.1, 1.0, 1
9. O=C(NN1CCOCC1)c1ccc(Br)cc1
 : -8, -0.1, 1.4, -32
10. CCCCCCCCNC(=O)/C(C#N)=C/c1ccco1
 : 14, 0.0, 0.0, 5
11. CCc1ccc(NC(=O)c2ccc(NC3CCCCCC3)c([N+](=O)[O-])c2)cc1
 : 5, 0.7, -0.4, 24
12. CC1CCCCN1C(=O)CSc1nnc(-c2ccccc2Br)o1 (stereo not drawn)
 : -11, 0.2, -0.1, 10
13. COc1ccc(-c2cc3nc(C)cc(NCc4cccnc4)n3n2)cc1
 : -49, -0.2, 0.3, 3
14. CC(C)c1ccc(NS(=O)(=O)c2cccc3cnccc23)cc1
 : 56*, 0.0, -0.1, 17
15. CC(=O)Nc1nc(C)c(-c2csc(Nc3ccc(O)cc3)n2)s1
 : -21, 0.8, -0.6, 12

3 of these compounds, reformatted:
13	COc1ccc(-c2cc3nc(C)cc(NCc4cccnc4)n3n2)cc1
14	CC(C)c1ccc(NS(=O)(=O)c2cccc3cnccc23)cc1
15	CC(=O)Nc1nc(C)c(-c2csc(Nc3ccc(O)cc3)n2)s1

| entry no. | 13 | 14 | 15 |
| --- | --- | --- | --- |
| TEAD-YAP inh | -49 | 56* | -21 |
| FBW7 activator | -0.2 | 0.0 | 0.8 |
| GPR151 ag | 0.3 | -0.1 | -0.6 |
| MITF primary | 3 | 17 | 12 |

Other entries follow.
Below each compound: TEAD-YAP inh, FBW7 activator, GPR151 ag, MITF primary
16. COc1ccc(C(=O)NCc2nc(-c3ccc(C)cc3)no2)cc1
 : -3, 0.1, 0.5, 6
17. COc1ccc(C2CCN(S(=O)(=O)Cc3ccccc3)C2)cc1 (stereo not drawn)
 : 1, 0.1, 2.6, 2
18. Cc1onc(-c2ccccc2Cl)c1C(=O)Oc1ccc(OC(=O)c2c(-c3ccccc3Cl)noc2C)c(Cl)c1
 : 5, -0.1, 1.5, 12
19. CN(CC(=O)Nc1cccc(F)c1)S(=O)(=O)c1cc(Cl)ccc1Cl
 : -2, 0.1, 1.2, -1
20. C=CCNC(=S)NC(=O)c1cc(OC)c(OC)c(OC)c1
 : 3, 0.1, 0.9, 7
21. CC(C)CCN(CCC(C)C)C(=O)CN1C(=O)NC(Cc2c[nH]c3ccccc23)C1=O (stereo not drawn)
 : 14, 0.5, 0.6, 17
22. O=c1[nH]c2ccc(S(=O)(=O)Nc3ccc4c5c(cccc35)CC4)cc2[nH]1
 : -7, -0.2, -0.1, 0
23. CCCOC(=O)C1=C(C)NC(=O)NC1c1cccc(OC)c1 (stereo not drawn)
 : -11, -0.3, 1.3, -1
24. O=C(CN1CCN(Cc2ccccc2)CC1)Nc1ccc(F)cc1
 : 6, -0.1, -0.6, 4
25. O=C(NC1CC1)c1ccc(-c2cnn3c(NCc4ccc5c(c4)OCO5)ccnc23)cc1
 : -5, -0.3, 0.3, -5
26. Cc1ccc(NC(=O)C(=S)NC2CCCCC2)cc1
 : -79, -0.2, -1.0, 9
27. O=S(=O)(NCC1NCCc2ccccc21)c1ccccc1 (stereo not drawn)
 : -20, -0.1, -0.6, -9
28. CN(C(=O)c1cccs1)C(Cc1ccccc1)C1CCN(C(=O)c2cnccn2)CC1 (stereo not drawn)
 : -13, -0.1, -0.1, 1
29. Cc1ccc(S(=O)(=O)/N=C(\c2ccccc2)N(C)C)cc1
 : 0, 0.2, 0.5, -10
30. O=C(Nc1cccc(C(F)(F)F)c1)C1CCN(c2nnnn2-c2ccccc2)CC1
 : 0, 0.1, 1.1, -9

Next part
Below each compound: TEAD-YAP inh, FBW7 activator, GPR151 ag, MITF primary
31. Cc1c(Cl)cccc1NC(=O)C(=O)NCCc1c[nH]c2ccccc12
 : -3, -0.1, -0.1, 9
32. CCOc1ccc(S(=O)(=O)Nc2cc(Cl)ccc2O)cc1
 : 2, 0.1, -0.8, -1
33. Cc1cc2cc(CNC(=O)c3ccccc3C(=O)O)ccc2n1C
 : -1, 0.0, 1.1, -2
34. COC(=O)c1cccc(-c2cc(Cl)c3c(c2)CC(CNC(=O)c2ccc(=O)oc2)O3)c1 (stereo not drawn)
 : -2, -0.1, 0.4, 0
35. Cn1c(Nc2cc(NCCOc3ccccc3)ncn2)nc2ccccc21
 : 4, -0.4, -0.8, 5
36. CN(C)c1ccc(CCN2CCc3nc4ncccc4cc3C2)cc1
 : -7, -0.2, -0.3, 3
37. COc1ccc(CC(=O)Nc2ncc([N+](=O)[O-])s2)cc1
 : -10, -0.1, -0.5, 11
38. COc1cccc(CN(Cc2nnnn2C2CCCCC2)CC2CCCO2)c1 (stereo not drawn)
 : 15, 0.1, 0.6, -2
39. COC(=O)c1ccc(/C=N\NC(=O)CNc2ccc(C)cc2)cc1
 : -2, 0.0, 1.1, 1
40. CCc1nn(C(C)C(=O)NCc2ccccc2C)c(=O)c2cc3occc3n12 (stereo not drawn)
 : -6, 0.1, 0.0, 6
41. CCOC(=O)c1ccc(NC(=O)/C=C/c2ccccn2)cc1
 : -30, -0.1, 0.0, -1
42. O=C(NC(Nc1ccc(Cl)cc1)C(=O)c1ccccc1)c1ccco1 (stereo not drawn)
 : 11, 0.6, 1.6, 10
43. COc1nc(N)c(C#N)c(-c2cccnc2)c1C#N
 : -8, -0.2, -0.7, -3
44. CCOc1ccc(/C(O)=C2/C(=O)C(=O)N(CCCN3CCOCC3)C2c2ccc(C(C)(C)C)cc2)c(C)c1 (stereo not drawn)
 : 6, 0.1, 0.1, 0
45. COc1cc(C2C3=C(CCCC3=O)NC3=C2C(=O)CCC3)cc(Cl)c1OCC(=O)O
 : 1, 0.0, 0.0, 11

(continued)
Below each compound: TEAD-YAP inh, FBW7 activator, GPR151 ag, MITF primary
46. CCCC(=O)Nc1cc2nn(-c3ccc(Cl)cc3)nc2cc1C
 : -28, 0.1, 0.5, 8
47. CCOc1ccc(N(CC)S(=O)(=O)c2cccc3cccnc23)cc1
 : 53*, 0.0, -0.7, 6
48. CCOC(=O)C1=C(C)N=c2s/c(=C\c3ccc(-c4ccccc4[N+](=O)[O-])o3)c(=O)n2C1c1ccc(C)cc1 (stereo not drawn)
 : 9, -0.1, -0.9, -3
49. COc1ccc(N(CC(=O)NCc2ccco2)S(=O)(=O)c2ccc(C)cc2)cc1
 : 4, 0.0, -0.4, 15
50. Cc1nn(CC(=O)N2CCOCC2)c(=O)c2cccn12
 : -4, -0.1, -0.9, 1
51. CC(CCC(=O)Nc1ccccc1Cl)C(=O)O (stereo not drawn)
 : -3, 0.0, 0.7, -18
52. COc1ccccc1-c1nc(C2CCCN(C(=O)CCCC(=O)O)C2)n2ccccc12 (stereo not drawn)
 : -2, -0.4, 0.2, 0
53. OC1CCN(Cc2ccc(Cl)cc2)CC1
 : 1, 0.1, -0.5, 28
54. O=[N+]([O-])c1ccc(Cl)nc1Nc1ccccc1
 : 9, -0.1, -0.7, 33
55. O=C(N/N=C/c1ccc2cccc(O)c2n1)c1cccc(Cl)c1
 : -21, -0.4, 0.7, 1
56. COCCNC(=O)c1ccccc1NC(=O)c1ccc(C)cc1
 : 2, 0.2, 0.9, -11
57. Brc1ccc(-c2noc(C3CCCCC3)n2)o1
 : -17, 0.8, -0.6, 2
58. CC(=O)Nc1ccc(N2CCCCC2)cc1
 : -9, 0.0, -0.5, -3
59. C#CCSc1nc2c(c(=O)n1C1CCOC(C)(C)C1)C1(CCCC1)Cc1ccccc1-2 (stereo not drawn)
 : 8, 0.0, -0.7, 3
60. CCCCS(=O)(=O)c1sc2nc(-c3ccc(C)cc3)cc(-c3ccccc3)c2c1N
 : 14, 0.3, 1.3, -30

Continuation:
Below each compound: TEAD-YAP inh, FBW7 activator, GPR151 ag, MITF primary
61. CCCSCCCn1cnc2c([nH]c3ccccc32)c1=O
 : 10, 0.6, -2.0, 5
62. O=C(NCc1ccc(F)cc1)c1cc2c(=O)n3ccccc3nc2s1
 : -1, -0.1, 0.4, 11
63. Cc1nonc1C(=O)N1CCC(C(Cc2ccc(F)cc2F)N(C)C(=O)C2CC2)CC1 (stereo not drawn)
 : -9, -0.3, 0.0, 7
64. O=C(Nc1cccc(N2CCC(NCC(c3cccnc3)N3CCCCC3)CC2)c1)C1CC1 (stereo not drawn)
 : -1, 0.0, -0.7, 7
65. CCNC(=O)N1CCN(Cc2ccccc2)CC1C(=O)NCc1ccco1 (stereo not drawn)
 : -3, 0.0, 0.5, 13
66. Cc1cccc(C)c1OCC(=O)Nc1ccc2c(c1)C(=O)NC2=O
 : 3, 0.1, -0.2, 8
67. CCCCCCn1c(COc2ccccc2)nc2ccccc21
 : -6, 0.2, 0.5, 1
68. Cn1c(=O)c2c(SCC(=O)O)nc(C3CCCCC3)nc2n(C)c1=O
 : 4, 0.1, -2.0, -7
69. COc1ccc(Nc2nc(NCc3ccccc3)c3ccccc3n2)cc1
 : 44*, -0.1, -0.4, 3
70. Cc1ccc(C(=O)N2CCN3C(=O)[C@H](CC(C)C)N(C)C(=O)[C@H]3C2)cc1
 : -19, 0.8, -1.1, 13
71. O=C(C1=Cc2ccccc2OC1)N1CCn2cnnc2C1
 : 1, -0.1, -0.3, 10
72. CN(Sc1ccc([N+](=O)[O-])cc1)C1CCS(=O)(=O)C1 (stereo not drawn)
 : 13, 0.0, 1.8, -28
73. CCOn1c(=O)c(-c2cccc3ccccc23)[n+]([O-])c2ccccc21
 : 1, -0.3, -0.3, -1
74. CCc1nnc(NC(=O)CSc2nnc3c(n2)[nH]c2ccc(Cl)cc23)s1
 : 10, 0.0, 0.3, 9
75. COCCNC(=O)c1ccc2c(=O)n(Cc3ccco3)c(SCc3ccc([N+](=O)[O-])cc3)nc2c1
 : -7, 0.1, 0.8, -5

Compound profiles (already shown). Order of values: TEAD-YAP inh | FBW7 activator | GPR151 ag | MITF primary
Listed for COc1ccc(Nc2nc(NCc3ccccc3)c3ccccc3n2)cc1 : 44* | -0.1 | -0.4 | 3
Listed for O=C(NCc1ccc(F)cc1)c1cc2c(=O)n3ccccc3nc2s1 : -1 | -0.1 | 0.4 | 11
Listed for Cc1nonc1C(=O)N1CCC(C(Cc2ccc(F)cc2F)N(C)C(=O)C2CC2)CC1 (stereo not drawn) : -9 | -0.3 | 0.0 | 7
Listed for CN(Sc1ccc([N+](=O)[O-])cc1)C1CCS(=O)(=O)C1 (stereo not drawn) : 13 | 0.0 | 1.8 | -28

The list goes on.
Below each compound: TEAD-YAP inh, FBW7 activator, GPR151 ag, MITF primary
76. COc1nc(NCCN2CCOCC2)nc(Nc2ccc(Cl)cc2)n1
 : 3, 0.0, 1.1, 4
77. O=C(/C=C/c1c(F)cccc1Cl)NCc1ccc2c(c1)OCO2
 : -5, -0.1, 1.6, 9
78. Cc1ccccc1OCC(=O)Nc1nn2c(-c3ccco3)nnc2s1
 : -3, 0.2, 0.1, -8
79. CCC(C)NC(=O)c1nn(-c2ccc(Cl)cc2)c(=O)c2ccccc12 (stereo not drawn)
 : 11, 0.1, -1.2, 7
80. COc1ccccc1C(=O)NCCn1cc(SCC(=O)Nc2cccc(C)c2C)c2ccccc21
 : 23, 0.0, 0.3, 15
81. OC(COc1ccc(Cl)cc1)Cn1cnc(-c2ccccc2)c1 (stereo not drawn)
 : 3, -0.1, 1.4, -7
82. CCOc1ccc(OC(=O)C(CCS(C)(=O)=O)N2C(=O)c3ccccc3C2=O)cc1 (stereo not drawn)
 : -4, 0.0, -1.6, -24
83. Cc1nc2cccc(C(=O)NCc3ccccc3)c2o1
 : 0, 0.0, -1.2, -13
84. CC1=Nc2ccccc2/C1=C/c1nc(-c2ccccc2)oc1O
 : -1, 0.1, 0.1, -11
85. COc1cc(Nc2nc(-c3ccc(Cl)cc3)cs2)c(OC)cc1Cl
 : 3, 0.0, 0.4, 7
86. COC(=O)[C@@H]1CCCN1Cc1ccc2c(c1)CN(Cc1ccc(NC(C)=O)s1)CCO2
 : 12, -0.1, -1.5, -2
87. CC(NC(=O)C(=O)NN)c1ccccc1 (stereo not drawn)
 : -6, 0.0, 1.0, -8
88. CN1CCN(CC(=O)OCCN=C2NS(=O)(=O)c3ccccc32)CC1
 : 8, 0.0, 1.2, -5
89. CC(=O)NCc1nnc2n1CCN(C/C=C/C(C)C)CC2
 : -2, 0.2, -0.6, -12
90. COc1ccc(Cl)cc1N(CC(=O)Nc1cc(Cl)cc(Cl)c1)S(C)(=O)=O
 : 2, 0.0, 1.0, 15
91. C=CCn1c(SCC(=O)NCc2ccco2)nc2sc3c(c2c1=O)CCC3
 : -5, 0.1, -0.4, 2

High-throughput results (PubChem)
